N370S GC mod – inhibitors or activators of N370S glucocerebrosidase for Gaucher disease; Potency, µM (doses to about 59.4 µM), inactives show top-dose activity change, negative = inhibition, hits mostly inhibitors; N370S GC spleen homogenate, 4MU-glucoside fluorescence; hit rate 0.092% among 330,000;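 further: 0% = full enzyme activity and -100% = no enzyme basal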
FEN1 inh – blocks human flap endonuclease 1. P39748. Recombinant FEN1 flap cleavage, fluorescence, 15 min. Potency, µM (doses to about 114 µM), without a hit: top-dose activity change, negative = inhibition, usual class: inhibitors. hit rate 0.35% among 390,000; further: nearly all actives have a fitted effect of over 65% in size
Target sequence (P39748 whole entry, looked up): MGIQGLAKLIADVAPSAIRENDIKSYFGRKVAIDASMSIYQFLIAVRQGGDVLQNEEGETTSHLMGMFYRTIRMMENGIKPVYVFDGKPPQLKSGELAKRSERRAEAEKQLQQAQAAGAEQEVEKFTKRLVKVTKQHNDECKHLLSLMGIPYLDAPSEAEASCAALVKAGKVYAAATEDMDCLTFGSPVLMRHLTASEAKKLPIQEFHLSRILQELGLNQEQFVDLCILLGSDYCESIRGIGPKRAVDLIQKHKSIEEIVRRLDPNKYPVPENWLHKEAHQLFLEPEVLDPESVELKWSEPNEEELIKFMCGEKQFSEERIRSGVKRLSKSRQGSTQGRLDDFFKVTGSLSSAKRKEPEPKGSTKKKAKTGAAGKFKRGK
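FEN1 at 10 nM, compound pretreatment for 15 min (room temperature), 50 nM final substrate to initiate; endpoint reads at 0 and 15 min; DMSO-only plates used as vehicle background.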
TDP1 inh – blocks human tyrosyl-DNA phosphodiesterase 1. Potency, µM (highest dose often 130 µM), for the others: at the highest dose activity change, negative = inhibition, actives largely listed as inhibitors. recombinant TDP1, AlphaScreen DNA substrate cleavage. hit rate 0.28% among 350,000. Q9NUW8; further: nearly all actives have a fitted effect of over 40% in size
Target sequence (Q9NUW8 whole entry, looked up): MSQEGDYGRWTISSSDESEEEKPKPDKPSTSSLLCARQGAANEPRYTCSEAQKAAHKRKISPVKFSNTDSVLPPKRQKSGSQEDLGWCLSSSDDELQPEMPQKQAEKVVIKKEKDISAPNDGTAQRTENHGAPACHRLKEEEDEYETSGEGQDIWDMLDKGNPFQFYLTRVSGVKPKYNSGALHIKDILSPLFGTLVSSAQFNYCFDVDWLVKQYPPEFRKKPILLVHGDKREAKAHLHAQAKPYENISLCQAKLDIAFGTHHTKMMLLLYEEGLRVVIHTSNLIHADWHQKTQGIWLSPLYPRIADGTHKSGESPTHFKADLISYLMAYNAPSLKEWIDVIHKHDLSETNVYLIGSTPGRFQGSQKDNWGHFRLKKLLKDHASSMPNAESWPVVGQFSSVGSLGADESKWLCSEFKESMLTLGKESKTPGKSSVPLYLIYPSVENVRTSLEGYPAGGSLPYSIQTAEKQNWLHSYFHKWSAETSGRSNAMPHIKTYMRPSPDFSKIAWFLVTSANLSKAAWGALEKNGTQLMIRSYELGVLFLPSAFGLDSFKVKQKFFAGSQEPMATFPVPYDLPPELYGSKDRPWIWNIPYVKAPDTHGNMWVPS
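AlphaScreen read-out: signal falls as enzyme removes the 3' tyrosine-FITC from a 5'-biotinylated DNA oligo (15 nM, 5 min, RT). Enzyme was E. coli-made recombinant Tdp1 at 1 nM, exposed to compound for 15 min beforehand; beads 10 ug/ml, 10 min.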
* hit, by the source's call; ? = inconclusive; nt = not tested or not shown; & = joins results of further samples; [ ] = remark or other dose. The call rests on the fitted dose curve; in most records, active means well fitted curve in the direction sought with a large enough effect; inconclusive means small, poorly fitted or top-dose-only effect, or another doubt; inactive means no such curve, though single readings can be large; an effect the other way counts as inactive or inconclusive. Unless noted, on the % scale 0 is the no-effect control and ±100 the full control effect; potency means the concentration at half of the fitted maximal effect.

entry	SMILES	TDP1 inh	N370S GC mod	FEN1 inh
1	COc1ccc(S(=O)(=O)Nc2ccc3c(c2)C(=O)N([C@H](C)CO)C[C@H](C)[C@@H](CN(C)S(=O)(=O)c2ccccc2)O3)cc1	0%	nt	6%
2	O=C(COc1ccccc1)NCC(=O)N/N=C/c1cc(Br)ccc1OCc1ccccc1	0%	5%	7%
3	NC(=O)c1ccc(NC(=O)COC(=O)/C=C/c2ccc(Br)o2)cc1	5.6µM*	nt	-6%
4	O=C(O)CSc1nnc(CNc2ccc(Cl)cc2)n1Cc1ccccc1	5%	6%	-2%
5	O=C(Nc1ccccc1C(=O)O)c1ccc(Br)c(S(=O)(=O)NCc2ccccc2)c1	4%	9%	-1%
6	O=C(OCCNC(=O)c1cc2ccccc2oc1=O)c1cccnc1	0%	5%	1%
7	COc1ccc(S(=O)(=O)N2CCOCC2)cc1NC(=O)CC1CC2CCC1C2 (stereo unspecified)	-1%[56.1 µM]	nt	-8%
8	COc1cccc(NC(=O)c2cc([N+](=O)[O-])ccc2NCc2cccnc2)c1	3%	-12%	-8%
9	CCc1ccc(N/C(SC)=C(/C#N)C(N)=O)cc1	6%	nt	13%
10	Cc1cc(C)c(NC(=O)CSc2nc3[nH]ncc3c(=O)[nH]2)c(C)c1	2%	-9%	1%
11	CCOP(=O)(OCC)c1ccc2ccc3ccccc3c(=O)c2c1	1%	nt	1%
12	O=C(NCc1nc2ccccc2[nH]1)[C@H]1C[C@@H]1[C@H](NP(=O)(c1ccccc1)c1ccccc1)c1ccccc1	9%	17%	nt
13	COc1ccccc1N1CCN(C(=O)CSc2ccc3c(C)cc(C)nc3n2)CC1	2%	10%	-10%
14	CCC(C(=O)NCc1ccco1)N(C(=O)CNS(=O)(=O)c1ccccc1)c1ccccc1C (stereo unspecified)	-8%	-1%	0%
15	Cc1ccc(S(=O)(=O)/N=C(/Nc2c(C)cccc2C)c2ccccc2)cc1	0%	nt	-6%
16	CS(=O)(=O)Nc1ccccc1NS(C)(=O)=O	nt	1%	-2%
17	Cc1ccc(N(CC(=O)NC(C)c2ccccc2)S(=O)(=O)c2c(C)noc2C)cc1 (stereo unspecified)	12%&0%	-5%	5%&18%
18	CCn1c(C)nc2cc(C(=O)NNC(=S)Nc3ccc(F)cc3)ccc21	7%	12%	-2%
19	COc1ccc(Cl)cc1-c1nc(SCC(=O)N(C)C)n[nH]1	-1%	-4%	4%
20	OC[C@@H](O)C(O)[C@H](O)[C@H](O)CO (stereo partly specified)	6%	-6%	nt
21	Cc1c(C(=O)Nc2cccc(-c3nc4ccccc4s3)c2)oc2ccc(F)cc12	-2%	nt	-3%
22	COc1ccc(S(=O)(=O)N(C)C[C@H]2Oc3c(NC(=O)C4CCCCC4)cccc3C(=O)N([C@H](C)CO)C[C@@H]2C)cc1	2%	nt	1%
23	CCOC(=O)c1cc2c(=O)n3ccccc3nc2n(CCCOC)c1=NC(=O)c1ccncc1	-2%	?	8%
24	C[C@@H](NC(=O)c1nc[nH]c1C(=O)NCc1ccc(CNC(=O)OC(C)(C)C)cc1)c1ccccc1	1%	nt	-18%
25	CC1=C(C)CC(C(=O)NC2CCCC2)C(C(=O)O)C1 (stereo unspecified)	6%	-1%	1%
26	CCCc1cc(=O)[nH]c(SCC(=O)N2CCCCCC2)n1	-1%	nt	3%
27	O=c1ccn(Cc2ccccc2Cl)cc1	3%	3%	-12%
28	O=c1[nH]c(NCCO)nc2c1C1(CCCC1)Cc1ccccc1-2	2%	15%	-15%
29	O=C(Nc1cccc(C(=O)N2CCOCC2)c1)c1ccc([N+](=O)[O-])cc1	5%	1%	-10%
30	CSc1ncccc1C(=O)N1CCN(S(=O)(=O)c2ccc3ccccc3c2)CC1	3%	nt	-17%
31	S=c1[nH]nc(-c2ccc(Cl)cc2)n1-c1cccnc1	nt	0%	18%
32	COc1ccc(C2CC(c3ccccc3)=NN2C(=O)COC(=O)c2cccnc2)cc1 (stereo unspecified)	5%	-4%	2%
33	CCOc1ncccc1C(=O)OCC(=O)NCc1cccs1	1%	nt	-5%
34	COc1cc(NC(=O)COC(=O)CNC(=O)C2CCCCC2)cc(OC)c1	1%	nt	-2%
35	COc1ccc(-c2csc(N(CC3CCCO3)C(=O)c3cccs3)n2)cc1 (stereo unspecified)	-4%	12%	1%
36	O=C(CN1CCC(n2nnc3cc(C(F)(F)F)ccc32)CC1)NCc1cccs1	7%	-7%	-13%
37	COc1ccccc1-c1cc(-c2ccccc2)nc(=O)[nH]1	nt	1%	-1%
38	COC(=O)C(C)Nc1cccc(Br)c1 (stereo unspecified)	nt	-8%	-17%
39	O=C(CSc1nc(-c2ccccc2)c2ccccc2n1)Nc1ccc(F)cc1	5%	nt	16%
40	CCCCn1c(N)c(N(C)C(=O)c2ccc(Br)o2)c(=O)[nH]c1=O	1%[56.1 µM]	nt	0%
41	N#CCCCc1cc2ccccc2cn1	1%	nt	-1%
42	Cc1cc(C)c(NC(=O)C(C)Sc2nnc(-c3ccco3)n2-c2ccccc2)c(C)c1 (stereo unspecified)	3%	?	nt
43	CN(c1ccccc1)S(=O)(=O)c1ccc(Cl)c(C(=O)NCc2ccco2)c1	1%	nt	-11%
44	Cc1cc(C)c(NC(=O)COC(=O)c2ccc([N+](=O)[O-])s2)c(C)c1	-2%	?	1%
45	CNC(=O)c1c(NC(=O)C(C)C)sc2c1CCC2	3%	26%	10%
46	CN=c1scc(C)n1/N=C/c1ccc(O)cc1O	8%	-8%	-24%
47	COc1ccc(-n2nc(C(=O)NCCc3ccc(OC)c(OC)c3)c3c4ccccc4n(C)c3c2=O)cc1	2%	nt	-1%
48	CNC(=O)CSc1nnc(-c2cccc(S(=O)(=O)N3CCOCC3)c2)n1-c1ccc(F)cc1	6%	6%	7%
49	COc1cccc(OC)c1C1=CC(=O)C[C@H](c2ccc3c(c2)OCO3)C1	2%	nt	4%
50	CN(C(=O)c1cccc(C#N)c1)c1nnc(-c2cnccn2)s1	5%	1%	-1%
51	CCN(CC)C(=O)CN1C(=O)C2(NC(=O)c3ccccc3N2)c2ccccc21 (stereo unspecified)	nt	-12%	3%
52	COC(=O)[C@@]1(Cc2ccc(OC)cc2)[C@H]2c3cc(C(=O)N(C)C)n(CCSCCO)c3C[C@H]2CN1C(=O)c1ccccc1	-4%&14%	29%&1%	3%
53	O=C(NCC1CCCN1S(=O)(=O)c1cccs1)c1ccccc1F (stereo unspecified)	0%	-1%	1%
54	Cc1ccc(C(=O)N/N=C\c2ccc([N+](=O)[O-])o2)cn1	0%	-5%	-12%
55	Cc1ccn2cc(-c3ccc(S(=O)(=O)N4CCOCC4)cc3)nc2c1	-2%	11%	nt
56	Cc1ccc(NC(=O)c2ccc3nsnc3c2)c(C)c1	0%	7%	16%

3 compounds from above, sorted by their value in FEN1 inh, low to high.
entry	SMILES	TDP1 inh	N370S GC mod	FEN1 inh
50	CN(C(=O)c1cccc(C#N)c1)c1nnc(-c2cnccn2)s1	5%	1%	-1%
52	COC(=O)[C@@]1(Cc2ccc(OC)cc2)[C@H]2c3cc(C(=O)N(C)C)n(CCSCCO)c3C[C@H]2CN1C(=O)c1ccccc1	-4%&14%	29%&1%	3%
56	Cc1ccc(NC(=O)c2ccc3nsnc3c2)c(C)c1	0%	7%	16%

The list goes on.
entry	SMILES	TDP1 inh	N370S GC mod	FEN1 inh
57	C/C(=N\NS(=O)(=O)c1ccccc1)c1ccccc1	3%	0%	6%
58	Cn1c(SCC(=O)NCc2cccs2)nnc1-c1cccs1	5%	-6%	-11%
59	O=C(Nc1ccccc1OC(F)(F)F)c1ccc([N+](=O)[O-])cc1	3%	-4%	16%
60	CCc1ccc(CNCc2ccc(OCC(O)CN(C)Cc3ccccc3)cc2)nc1 (stereo unspecified)	6%	-11%	-13%
61	COc1ccc(NC(=O)c2cc(C)on2)cc1	0%	6%	18%
62	C/C=C/C=C/C(=O)N1CC2(CC(c3cccc(NC(=O)/C=C/C)c3)=NO2)C[C@@H]1C(N)=O (stereo partly specified)	-2%	12%	-15%
63	CNC(=S)NN(C)c1nc(C)cc(C)n1	3%	15%	-1%
64	Cn1cc(S(=O)(=O)c2cccc(Cl)c2)c(=O)c2cc(F)c(N3CCCCCC3)cc21	6%	nt	-2%
65	O=C(Nc1ccc2oc(-c3ccc4ccccc4c3)nc2c1)c1cc(Cl)ccc1Cl	3%[12.3 µM]	nt	-2%
66	O=C1c2cccnc2Nc2ccccc2N1CCCF	3%	-2%	-1%
67	Cc1cc(C)c(C)c(C(=O)COC(=O)CNC(=O)CNC(=O)c2ccco2)c1C	7%	2%	0%
68	O=C(/C=C/Nc1ccccc1Oc1ccccc1)c1ccco1	-3%	6%	-17%
69	CC1(C)CC(=O)c2cnc(NC(=O)CSC(=S)N3CCCCC3)nc2C1	-8%	10%	-9%
70	O=C(O)CC(NC(=O)c1cccc(F)c1)c1ccc(OC2CCCC2)cc1 (stereo unspecified)	nt	2%	3%
71	c1ccc(N(c2ccccc2)c2nc(N3CCOCC3)nc(N3CCOCC3)n2)cc1	3%	1%	nt
72	Cc1ccccc1CCNC(=O)c1ccc2c(c1)c(C)c(C)n2Cc1ccccc1	13%	nt	9%
73	CC(=O)NC(Cc1c[nH]c2ccccc12)C(=O)NCc1ccc2c(c1)OCO2 (stereo unspecified)	-4%	-19%	-4%
74	N#Cc1c(NC(=S)NC(=O)c2ccccc2)sc2c1CCCCC2	4%	nt	18%
75	O=C(CCC(=O)N1CCCC1)Nc1nnc(C(F)(F)F)s1	4%	-19%	-5%
76	CC(C)(C)OC(=O)N1CCC(c2c(C(=O)NCCc3ccccc3)cnn2-c2ccc(F)cc2)CC1	-3%	nt	-23%
77	CC(=O)Nc1ccc(S(=O)(=O)NCCNc2ccccc2[N+](=O)[O-])cc1	6%	-3%	13%
78	CCOc1c(Cl)cc(/C=C/C(=O)N(CC)CC(=O)NCc2cccs2)cc1OC	nt	-10%	1%
79	Cc1ccccc1NC(=O)CSc1nc(N)c2c3c(sc2n1)CSC(C)(C)C3	3%	12%	-2%
80	CN(C)c1ccc(C(=O)n2nnc3ccccc32)cc1	2%	8%	-15%
81	Cn1ncc2c(NNC(=O)c3ccc(O)cc3)ncnc21	3%	-6%	-1%
82	Cc1cccc(N2C(=O)c3cccnc3C2=O)c1	3%	6%	-2%
83	CCOC(=O)C1CCN(c2ncnc3c2c(-c2ccccc2)cn3-c2ccccc2)CC1	-6%	-3%	-17%
84	O=C(N/N=C/c1ccc(O)c2ncccc12)c1cccc(Br)c1	9%	-3%	-1%
85	COc1ccc(CNC(=O)C(=O)NCCCn2ccnc2)cc1	-6%	10%	-11%
86	CCc1ccccc1N1CSC2=C(C#N)C(c3cc(OC)c(OC)cc3OC)CC(=O)N2C1 (stereo unspecified)	-2%	-4%	4%
87	CCN(CC(=O)NCc1ccc(F)cc1)S(=O)(=O)c1ccc(C)cc1	nt	-12%	17%
88	CCC(CC)Nc1ccc(C(CC(N)=O)NC(=O)c2ccccc2)cc1[N+](=O)[O-] (stereo unspecified)	nt	-5%	6%
89	CC(=O)c1c(OCC(=O)O)ccc2c(C)cc(=O)oc12	0%	-4%	5%
90	CCOC(=O)N1CCN(c2nnc(-c3ccc(C)cc3)c3ccccc23)CC1	nt	11%	-7%
91	Cc1ccc(NC(=S)Nc2cccc3ccccc23)cc1	5%	-5%	9%
92	COc1ccc(CCN=C(N)NS(=O)(=O)c2ccc(OC)c(OC)c2)cc1OC	2%	9%	-3%
93	COc1ccc2[nH]c3c(=O)n(CCCCC(=O)NCCN4CCCC4)c(=S)[nH]c3c2c1	-1%	-5%	?
94	O=C(COC(=O)C1CCC1)c1c[nH]c2ccccc12	nt	6%	0%
95	CC1(C)CN(c2ccc(Br)cc2Br)C1=O	3%	12%	7%
96	O=C(c1ccc(-c2cccc(C(F)(F)F)c2)o1)N1CCN(c2ccccc2)CC1	-16%	3%	-6%
97	CC1(C(=O)Nc2cccc(-n3cnnn3)c2)Cc2ccccc2C(=O)O1 (stereo unspecified)	-2%	nt	2%
98	CCNC(=S)/N=C(\N)Nc1nc(C)c2cc(C)ccc2n1	nt	0%	10%
99	Cc1onc(-c2ccccc2)c1NC(=O)N(CCC#N)Cc1cccs1	nt	-9%	-12%
100	Cc1cc(Oc2ccc(-c3nnc(-c4ccccc4)o3)cc2[N+](=O)[O-])ccc1Cl	4%	1%	2%
101	O=C(COc1cccc2c1CCN(Cc1ccc(Br)cc1)C2=O)NCc1ccco1	2%	?	-3%
102	O=C(NNC(=O)C12CC3CC(CC(C3)C1)C2)c1ccccc1[N+](=O)[O-]	5%	5%	-3%
103	O=C(Nc1ccc2c(c1)CCCN2C(=O)c1cccs1)c1cccc(C(F)(F)F)c1	-1%	nt	-22%
104	CC(=O)OC(C(=O)N1CCOCC1)c1c(F)cccc1F (stereo unspecified)	nt	17%	45%
105	COc1ccc(OC)c(NS(=O)(=O)c2ccc3c(c2)C(C)(C)C(=O)N3C)c1	3%	-5%	12%&6%

Screening results as filed in PubChem.
